Assay outcomes as filed in PubChem.
MEX-5 binding = C. elegans MEX-5 TCR-2 RNA binding activity; AID 1832; 300,000 tested, 0.38% active; MEX-5/FITC-TCR2 RNA binding, fluorescence polarization; hits give low values; activity score (negative = inhibition of binding), % at 10 µM; Q9XUB2;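 active = inhibition past about -25% in most replicates, and total fluorescence under double the plate's negative control median, limit read from the data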;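 note: 0% = DMSO and -100% = 5 µM competing unlabeled TCR2 RNA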
Target sequence (Q9XUB2 whole entry, looked up): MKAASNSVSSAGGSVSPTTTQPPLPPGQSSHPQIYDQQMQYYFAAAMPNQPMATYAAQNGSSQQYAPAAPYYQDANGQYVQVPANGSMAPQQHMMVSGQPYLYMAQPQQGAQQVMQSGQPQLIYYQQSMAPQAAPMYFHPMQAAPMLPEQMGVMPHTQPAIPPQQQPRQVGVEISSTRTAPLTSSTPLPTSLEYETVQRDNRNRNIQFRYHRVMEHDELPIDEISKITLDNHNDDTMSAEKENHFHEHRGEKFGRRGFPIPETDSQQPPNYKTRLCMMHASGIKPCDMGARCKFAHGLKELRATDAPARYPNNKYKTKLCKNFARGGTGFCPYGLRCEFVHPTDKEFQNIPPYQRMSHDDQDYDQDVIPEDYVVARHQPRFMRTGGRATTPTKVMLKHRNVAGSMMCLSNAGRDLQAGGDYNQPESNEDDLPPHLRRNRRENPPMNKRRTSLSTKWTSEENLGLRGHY
MCL1-BIM inh = inhibitors of human MCL1 binding to BIM-BH3 peptide; GST-MCL1 / FITC-Bim-BH3 fluorescence polarization; inhibition, % at 10.9 µM; 320,000 tested, 0.68% active;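 active = inhibition above the mean inhibition of all tested compounds plus 3 SD, set per campaign, cut at about 40% in these data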;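 note: 0% = DMSO wells and 100% = unlabeled Bim-BH3 peptide control; higher means more loss of mP so more displacement of Bim peptide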
Target sequence (Q07820 whole entry, looked up): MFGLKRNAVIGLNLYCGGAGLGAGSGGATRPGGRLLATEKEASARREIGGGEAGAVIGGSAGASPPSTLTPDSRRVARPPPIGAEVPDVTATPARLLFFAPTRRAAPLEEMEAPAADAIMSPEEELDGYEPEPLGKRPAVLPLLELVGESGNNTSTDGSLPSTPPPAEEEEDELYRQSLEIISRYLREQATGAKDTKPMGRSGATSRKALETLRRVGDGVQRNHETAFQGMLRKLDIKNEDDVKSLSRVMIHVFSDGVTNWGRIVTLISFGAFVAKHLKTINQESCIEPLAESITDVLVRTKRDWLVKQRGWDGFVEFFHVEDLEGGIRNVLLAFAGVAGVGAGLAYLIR
ZTA counter = counter-screen for EBNA-1 inhibitors: inhibitors of Epstein-Barr virus ZTA | P03206 | ZTA-DNA binding, fluorescence polarization | inhibition, % at 11 µM | 320,000 tested, 0.15% active; in the data active = inhibition above about 33%
Target sequence (P03206 whole entry, looked up): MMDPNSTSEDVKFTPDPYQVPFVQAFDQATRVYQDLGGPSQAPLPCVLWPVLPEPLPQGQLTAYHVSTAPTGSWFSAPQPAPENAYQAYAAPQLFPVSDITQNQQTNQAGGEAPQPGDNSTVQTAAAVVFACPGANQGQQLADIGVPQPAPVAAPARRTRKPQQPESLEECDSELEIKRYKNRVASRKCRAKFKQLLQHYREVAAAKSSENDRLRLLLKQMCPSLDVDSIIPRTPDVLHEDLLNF
GLD-1 TGE inh = GLD-1-TGE RNA interaction inhibition (C. elegans) | inhibition, % at 5.96 µM | purified GLD-1 + fluorescein TGE RNA, fluorescence polarization | 320,000 tested, 0.44% active;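 active = percent inhibition above a per-plate cutoff, the plate mean of test compounds plus 3 SD, cut at about 30% in these data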;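 note: 0% = DMSO wells with GLD-1 and probe and 100% = wells lacking GLD-1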
Yeast superoxide = yeast age-related superoxide inhibition as caloric restriction mimetic; S. cerevisiae aged cells, superoxide DHE fluorescence; hits give low values; superoxide response (% of plate mean), % at 10 µM; 330,000 tested, 0.18% active;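 active = superoxide response under a set limit, about three screen SD below normal, cut at about 65% in these data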;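 note: yeast aged for seven days with compound at 30 °C before DHE staining; 100% = average MFI of all compound-treated wells on the plate with controls excluded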
Efflux pump mplx = inhibitors of Candida antifungal efflux pumps expressed in yeast; S. cerevisiae Candida pump triplex, Nile Red efflux; inhibition, % at 10 µM; 330,000 tested, 0.44% active; AID 485275;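 active = plate passing quality check with inhibition over a set limit, or well fluorescence over plate mean plus 4 SD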;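 note: Nile Red retained in pooled yeast measured as flow cytometry median fluorescence; 0% = buffer negative control and 100% = Enniatin B positive control; higher means more Nile Red kept so more efflux inhibition; some compounds called inactive have numbers as strong as hits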
Fam108B counter = blocks mouse Fam108B hydrolase in RBBP9 counter-screen; recombinant Fam108B, FP-Rh probe fluorescence polarization; inhibition, % at 9.51 µM; 300,000 tested, 0.33% active; AID 1947;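 active = inhibition above the screen mean inhibition plus 3 SD, computed separately per campaign, cut at about 18% in these data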;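 note: inhibitors lower polarization as less probe binds the enzyme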
EBNA-1 inhibitor = blocks EBNA-1 binding to DNA. 300,000 tested, 0.34% active. AID 1950. inhibition, % at 14.8 µM. EBNA-1 DNA binding, fluorescence polarization; in the data active = inhibition above about 28%
Bcl-xL primary = inhibitors of human Bcl-xL. Q07817. GST-Bcl-xL / FITC-Bim BH3 peptide fluorescence polarization. inhibition, % at 10.9 µM. 320,000 tested, 0.7% active. AID 2129;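 active = inhibition above the mean of all tested compounds plus 3 SD, cutoff set per campaign, cut at about 30% in these data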;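 note: 0% = DMSO wells and 100% = unlabeled Bim-BH3 peptide competitor; inhibitors lower millipolarization by displacing the labeled peptide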
The depositor's hits bear a star. No enrichment for hits. About 2.3% of those tested had a hit in this group.

O=C(O)C1CC(=O)N(c2ccc(OCc3c(F)cccc3Cl)cc2)C1 (centres undefined) was read as MEX-5 binding -1.3, MCL1-BIM inh 11, ZTA counter 9, GLD-1 TGE inh 3, Yeast superoxide 108, Efflux pump mplx 0.0, Fam108B counter 4, EBNA-1 inhibitor 3 and Bcl-xL primary 11.
Screening COc1cc(N(C)C)c([N+](=O)[O-])cc1C(=O)N1CCN(Cc2ccccc2)CC1 returned MEX-5 binding 1.3, MCL1-BIM inh 2, ZTA counter -11, GLD-1 TGE inh 2, Yeast superoxide 88, Efflux pump mplx 0.0, Fam108B counter 6, EBNA-1 inhibitor 3 and Bcl-xL primary -1.
Screening CCOC(=O)c1sc(=S)n(-c2ccccc2OC)c1N returned MEX-5 binding 1.8, MCL1-BIM inh 8, ZTA counter 8, GLD-1 TGE inh 5, Yeast superoxide 107, Efflux pump mplx -0.2, Fam108B counter 9, EBNA-1 inhibitor 4 and Bcl-xL primary 7.
O=C(NNC(=S)NCc1ccccc1)c1ccc(OC(F)F)cc1 was read as MEX-5 binding 1.8, MCL1-BIM inh -2, ZTA counter -4, GLD-1 TGE inh 7, Yeast superoxide 110, Efflux pump mplx -1.5, Fam108B counter 0, EBNA-1 inhibitor 7 and Bcl-xL primary -2.
`COC(=O)[C@]1(Cc2ccccc2)N[C@H](c2ccc(-c3ccc(OC)cc3)cc2)[C@@H]2C(=O)N(C)C(=O)[C@@H]21` gave MEX-5 binding 2.1, MCL1-BIM inh 12, ZTA counter -17, GLD-1 TGE inh -3, Yeast superoxide 98, Efflux pump mplx 0.0, Fam108B counter 2, EBNA-1 inhibitor 11 and Bcl-xL primary 5.
Cc1ccc(OCCN2C(=O)NC3(CCc4ccccc4C3)C2=O)cc1 (centres undefined) was read as MEX-5 binding -2.3, MCL1-BIM inh 7, ZTA counter 5, GLD-1 TGE inh -7, Yeast superoxide 106, Efflux pump mplx 0.0, Fam108B counter 2, EBNA-1 inhibitor 5 and Bcl-xL primary 1.
For Cc1c(NC(=O)C(C)OC(=O)c2cccnc2)c(=O)n(-c2ccccc2)n1C (centres undefined) the results were MEX-5 binding -0.9, MCL1-BIM inh -4, ZTA counter -16, GLD-1 TGE inh -5, Yeast superoxide 115, Efflux pump mplx -0.1, Fam108B counter 15, EBNA-1 inhibitor 6 and Bcl-xL primary 8.
For COC(=O)c1cnc(Oc2ccc(NC(=O)NC(=O)c3c(F)cccc3F)cc2)cc1C(F)(F)F the results were MEX-5 binding 0.9, MCL1-BIM inh -6, ZTA counter 2, GLD-1 TGE inh 3, Yeast superoxide 103, Efflux pump mplx 0.0, Fam108B counter 3, EBNA-1 inhibitor 1 and Bcl-xL primary 1.
COC(=O)c1cc(NC(=O)c2cc(-c3ccc(OC)cc3)oc2C(F)(F)F)ccc1N1CCOCC1 was read as MEX-5 binding -1.9, MCL1-BIM inh -2, ZTA counter 2, GLD-1 TGE inh 3, Yeast superoxide 111, Efflux pump mplx 0.0, Fam108B counter -2, EBNA-1 inhibitor -2 and Bcl-xL primary 5.
`CCCCc1cc(=O)oc2cc(OCC(=O)Nc3ccccn3)ccc12` gave MCL1-BIM inh 6, ZTA counter -6, GLD-1 TGE inh -2, Yeast superoxide 91, Efflux pump mplx 0.0, Fam108B counter 1, EBNA-1 inhibitor -8 and Bcl-xL primary 8.
Cc1nnc(NC(=O)c2ccccc2Br)s1 was read as MEX-5 binding 0.3, MCL1-BIM inh -2, ZTA counter -7, GLD-1 TGE inh 4, Yeast superoxide 91, Efflux pump mplx 0.0, Fam108B counter -2, EBNA-1 inhibitor 3 and Bcl-xL primary 3.
`COC(=O)c1ccccc1NC(=O)Nc1ncccc1C` gave MEX-5 binding -2.1, MCL1-BIM inh 4, ZTA counter 5, GLD-1 TGE inh 4, Yeast superoxide 119, Efflux pump mplx 0.0, Fam108B counter 4, EBNA-1 inhibitor 2 and Bcl-xL primary 5.
Cc1nc2ccccn2c1/C(O)=C1\C(=O)C(=O)N(CCCn2ccnc2)C1c1ccncc1 (centres undefined) was read as MEX-5 binding -4.1, MCL1-BIM inh 10, ZTA counter -19, GLD-1 TGE inh 20, Yeast superoxide 113, Efflux pump mplx -0.1, Fam108B counter 1, EBNA-1 inhibitor 5 and Bcl-xL primary 13.
Screening COc1ccccc1/C=C/C(=O)NCC(=O)N1CCC(N(C)C2CCCC2)CC1 returned MEX-5 binding -0.8, MCL1-BIM inh -9, ZTA counter 13, GLD-1 TGE inh 7, Yeast superoxide 108, Efflux pump mplx 0.0, Fam108B counter 4, EBNA-1 inhibitor 4 and Bcl-xL primary -1.
`C#CCNc1cc(-c2ccccc2)nc2ncnn12` gave MEX-5 binding 3.0, MCL1-BIM inh -1, ZTA counter -13, GLD-1 TGE inh 4, Yeast superoxide 111, Efflux pump mplx -0.2, Fam108B counter 0, EBNA-1 inhibitor -6 and Bcl-xL primary -1.

Entries from the list above containing a CF3 group:
For COC(=O)c1cnc(Oc2ccc(NC(=O)NC(=O)c3c(F)cccc3F)cc2)cc1C(F)(F)F the results were MEX-5 binding 0.9, MCL1-BIM inh -6, ZTA counter 2, GLD-1 TGE inh 3, Yeast superoxide 103, Efflux pump mplx 0.0, Fam108B counter 3, EBNA-1 inhibitor 1 and Bcl-xL primary 1.
COC(=O)c1cc(NC(=O)c2cc(-c3ccc(OC)cc3)oc2C(F)(F)F)ccc1N1CCOCC1 was read as MEX-5 binding -1.9, MCL1-BIM inh -2, ZTA counter 2, GLD-1 TGE inh 3, Yeast superoxide 111, Efflux pump mplx 0.0, Fam108B counter -2, EBNA-1 inhibitor -2 and Bcl-xL primary 5.

Going on with the list.
`CN(C)C(=O)c1c(NC(=O)c2ccccc2)sc2c1CCC2` gave MEX-5 binding -1.3, MCL1-BIM inh -16, ZTA counter -7, GLD-1 TGE inh -24, Yeast superoxide 92, Efflux pump mplx -0.1, Fam108B counter -1, EBNA-1 inhibitor -2 and Bcl-xL primary -1.
Screening O=C(NCCC(=O)N(Cc1ccco1)Cc1cccs1)c1ccccc1Cl returned MCL1-BIM inh 4, ZTA counter 0, GLD-1 TGE inh -4, Yeast superoxide 91, Efflux pump mplx -0.1 and Bcl-xL primary 8.
For CC(C)(C)n1nnnc1C(c1cccs1)N1CCCc2ccccc21 (centres undefined) the results were MEX-5 binding 2.8, MCL1-BIM inh 1, ZTA counter 8, GLD-1 TGE inh -7, Yeast superoxide 123, Efflux pump mplx 0.1, Fam108B counter 16, EBNA-1 inhibitor 10 and Bcl-xL primary -1.
For CCN(C(=O)c1ccc2c(=O)n3c(nc2c1)CCCCC3)c1ccccc1C the results were MEX-5 binding 1.0, MCL1-BIM inh 3, ZTA counter 5, GLD-1 TGE inh 8, Yeast superoxide 85, Efflux pump mplx -0.2, Fam108B counter 3, EBNA-1 inhibitor 2 and Bcl-xL primary 7.
Screening CCOC(=O)c1sc2nc(CC(=O)OC)nc(NCC(=O)OC)c2c1C returned MEX-5 binding -0.4, MCL1-BIM inh -1, ZTA counter -5, GLD-1 TGE inh -3, Yeast superoxide 91, Efflux pump mplx 0.0, Fam108B counter -2, EBNA-1 inhibitor 7 and Bcl-xL primary 0.
Screening CCOC(=O)c1nn(-c2ccccc2)c(=O)cc1OCC(=O)Nc1cc(C)ccc1OC returned MEX-5 binding 0.7, MCL1-BIM inh -2, ZTA counter 3, GLD-1 TGE inh 1, Yeast superoxide 99, Efflux pump mplx -0.1, Fam108B counter 0, EBNA-1 inhibitor 3 and Bcl-xL primary -1.
Cc1sc2nc(C(C)C)nc(SCC(=O)N3CCOCC3)c2c1C was read as MEX-5 binding 3.1, MCL1-BIM inh 4, ZTA counter 7, GLD-1 TGE inh 0, Yeast superoxide 92, Efflux pump mplx -0.1, Fam108B counter 0, EBNA-1 inhibitor 3 and Bcl-xL primary 9.
CCOC(=O)Cc1csc(NC(=O)/C=C\c2ccccc2Cl)n1 was read as MEX-5 binding -1.2, MCL1-BIM inh 3, ZTA counter 7, GLD-1 TGE inh -4, Yeast superoxide 90, Efflux pump mplx 0.0, Fam108B counter -7, EBNA-1 inhibitor 13 and Bcl-xL primary 0.
Screening CCOc1cc(CNc2ccc(S(N)(=O)=O)cc2)cc(Cl)c1OC returned MEX-5 binding 0.7, MCL1-BIM inh 5, ZTA counter -10, GLD-1 TGE inh 5, Yeast superoxide 113, Efflux pump mplx -0.1, Fam108B counter 4, EBNA-1 inhibitor -7 and Bcl-xL primary 1.
Screening CSCC[C@H](NC(=O)OC(C)(C)C)C(=O)N/N=C/c1cc2ccc(C)cc2nc1Cl returned MEX-5 binding -0.7, MCL1-BIM inh 4, ZTA counter 17, GLD-1 TGE inh 7, Yeast superoxide 104, Efflux pump mplx -0.3, Fam108B counter -10, EBNA-1 inhibitor 2 and Bcl-xL primary 1.
`Cn1c(=O)n(C)c2cc(/C=N/NC(=O)c3ccc(Cl)cc3Cl)ccc21` gave MEX-5 binding -1.0, MCL1-BIM inh 3, ZTA counter -7, GLD-1 TGE inh 4, Yeast superoxide 102, Efflux pump mplx -0.1, Fam108B counter -1, EBNA-1 inhibitor -6 and Bcl-xL primary 2.
`C=CCn1c(-c2csc3c2CCC(C)C3)n[nH]c1=S` (centres undefined) gave MEX-5 binding 1.3, MCL1-BIM inh -30, ZTA counter 3, GLD-1 TGE inh 5, Yeast superoxide 84, Efflux pump mplx 0.1, Fam108B counter -2, EBNA-1 inhibitor -7 and Bcl-xL primary -23.
Screening COC(=O)c1ccccc1NC(=O)c1ccc(COc2cc(C)cc(C)c2)o1 returned MEX-5 binding -0.4, MCL1-BIM inh -6, ZTA counter -6, GLD-1 TGE inh 7, Yeast superoxide 83, Efflux pump mplx 0.0, Fam108B counter -5, EBNA-1 inhibitor 9 and Bcl-xL primary 0.
For Cc1c(C(=O)OCC(=O)NCc2ccco2)oc2ccccc12 the results were MCL1-BIM inh 4, ZTA counter 10, GLD-1 TGE inh 2, Yeast superoxide 96, Efflux pump mplx 0.0 and Bcl-xL primary 2.
For COc1ccccc1N(C)S(=O)(=O)c1ccc(C(=O)OCC(=O)N(C)c2ccccc2)cc1 the results were MEX-5 binding 4.1, MCL1-BIM inh -18, ZTA counter -7, GLD-1 TGE inh -11, Yeast superoxide 104, Efflux pump mplx 0.1, Fam108B counter -3, EBNA-1 inhibitor -16 and Bcl-xL primary -6.
`Cc1ccc(NC(=O)CCC(=O)OCC(=O)c2ccc(Oc3ccc([N+](=O)[O-])cc3)cc2)cc1C` gave MEX-5 binding 2.3, MCL1-BIM inh 2, ZTA counter -3, GLD-1 TGE inh 4, Yeast superoxide 92, Efflux pump mplx 0.1, Fam108B counter 3, EBNA-1 inhibitor 3 and Bcl-xL primary 2.
Screening Cc1cc(C)nc(NS(=O)(=O)c2ccc(NC(=O)c3cc4c(=O)n5cccc(C)c5nc4n3C)cc2)n1 returned MEX-5 binding -0.1, MCL1-BIM inh 31, ZTA counter -2, GLD-1 TGE inh 5, Yeast superoxide 125, Efflux pump mplx -0.4, Fam108B counter 0, EBNA-1 inhibitor 0 and Bcl-xL primary 30*.
Cc1ccc(NC(N)=S)cc1C was read as MEX-5 binding -4.2, MCL1-BIM inh 9, ZTA counter 6, GLD-1 TGE inh 1, Yeast superoxide 94, Efflux pump mplx 0.8, Fam108B counter -2, EBNA-1 inhibitor -6 and Bcl-xL primary 4.
CC1=NN(c2ccccc2)C(=O)/C1=C/c1cccs1 was read as MEX-5 binding -2.4, MCL1-BIM inh -8, ZTA counter -15, GLD-1 TGE inh 3, Yeast superoxide 96, Efflux pump mplx 0.0, Fam108B counter -2, EBNA-1 inhibitor -3 and Bcl-xL primary 0.
